Screening results deposited in PubChem by The Scripps Research Institute Molecular Screening Center.
SRC3 TRFRET art = TR-FRET detection interference compounds, artefact control for PPARgamma SRC-3 recruitment agonists, biochemical, TR-FRET ratio. TR-FRET artefact counter-screen, PPARgamma/SRC-3 format; stronger effect = higher value. TR-FRET ratio at 8 µM. 99,000 tested, 0.39% active; in the data active means TR-FRET ratio above about 2000; further: inactives centre near 1600
SRC1 TRFRET art = TR-FRET detection interference compounds, primary screen, artefact control for PPARgamma SRC-1 recruitment agonists, biochemical, TR-FRET emission ratio; TR-FRET ratio at 8 µM; 99,000 tested, 0.34% active; TR-FRET detection artefact counter-screen; stronger effect = higher value; in the data active means TR-FRET ratio above about 2300; further: inactives centre near 1800
* hit, by the source's call. An excerpt (hit frequency here may not be typical).

Screening O=C(CCCCl)NC(=S)Nc1cc(C(F)(F)F)ccc1N1CCOCC1 returned SRC3 TRFRET art 1633 and SRC1 TRFRET art 1528.
For CCOC(=O)c1sc(=S)n(-c2ccc(C)cc2)c1N the results were SRC3 TRFRET art 1653 and SRC1 TRFRET art 1920.
Screening CCN(CC)S(=O)(=O)c1ccc(N2CCOCC2)c(NS(=O)(=O)c2cc(C(C)(C)C)ccc2C)c1 returned SRC3 TRFRET art 1523 and SRC1 TRFRET art 1746.
CN(CCc1ccccn1)C(=O)CC1C(=O)NCCN1Cc1ccc(-c2ccccc2)cc1 (centres undefined) was read as SRC3 TRFRET art 1527 and SRC1 TRFRET art 1852.
Screening Cc1cccc(-n2c(CNC(=O)c3cccc([N+](=O)[O-])c3C)n[nH]c2=S)c1 returned SRC3 TRFRET art 1574 and SRC1 TRFRET art 2182.
Cc1ccc(N2C(=O)CC(NNC(=O)c3cccc(S(=O)(=O)N4CCCC4)c3)C2=O)cc1 (centres undefined) was read as SRC3 TRFRET art 1582 and SRC1 TRFRET art 1892.
COc1cc2c(cc1OC)C(=S)NC1(CCCC1)C2 was read as SRC3 TRFRET art 1219 and SRC1 TRFRET art 1562.
Screening Cn1c(-c2ccc(F)cc2)cnc1NCc1cc2c(cc1[N+](=O)[O-])OCO2 returned SRC3 TRFRET art 1629 and SRC1 TRFRET art 2013.
`CCN(CC)CCn1c(=S)[nH]c2cc(C(=O)N3CC=C(c4ccccc4)CC3)ccc2c1=O` gave SRC3 TRFRET art 1661 and SRC1 TRFRET art 2208.
CCOC(=O)c1c(C)nc2ccccc2c1-c1ccccc1 was read as SRC3 TRFRET art 1486 and SRC1 TRFRET art 1834.
`Cc1cc(OCC(=O)Nc2ccncc2)ccc1[N+](=O)[O-]` gave SRC3 TRFRET art 1625 and SRC1 TRFRET art 1768.
Screening CCNc1nc(N)nc(-c2cc(Cl)ccc2O)n1 returned SRC3 TRFRET art 1745 and SRC1 TRFRET art 1904.
`CN1CCCC1=Nc1c2c(nc3ccccc13)N(C)CC2` gave SRC3 TRFRET art 1630 and SRC1 TRFRET art 1674.
`c1ccc(-n2cc(CN3CCCC(CN4CCCC4)C3)c(-c3ccc4c(c3)OCO4)n2)cc1` (centres undefined) gave SRC3 TRFRET art 1617 and SRC1 TRFRET art 1801.
O=C(Nc1cnn(Cc2ccc(Cl)cc2Cl)c1)c1noc2c1CCCC2 was read as SRC3 TRFRET art 1492 and SRC1 TRFRET art 1628.
`O=C(CCSc1ccccc1)Nc1nnc(-c2cccs2)o1` gave SRC3 TRFRET art 1443 and SRC1 TRFRET art 1894.
CC1=Nc2cc(C(=O)O)ccc2Sc2c(C)ccc(C)c21 was read as SRC3 TRFRET art 1678 and SRC1 TRFRET art 1679.
Screening C=CCNC(=O)c1ccc(-n2cccc2)cc1 returned SRC3 TRFRET art 1731 and SRC1 TRFRET art 1949.
`N#C/C(=C(/O)COC(=O)CSc1ccc(Cl)cc1)c1nc2ccccc2[nH]1` gave SRC3 TRFRET art 1581 and SRC1 TRFRET art 2259.
`Cc1ccccc1C1NC(=S)NC2=C1C(=O)CC(C)(C)C2` (centres undefined) gave SRC3 TRFRET art 1206 and SRC1 TRFRET art 1655.
`CC(C)CNC(=O)c1cccc(NC(=O)C(C)C)c1` gave SRC3 TRFRET art 1621 and SRC1 TRFRET art 1680.
COc1ccc(NC(=O)CSc2nc3ccsc3c(=O)n2CCCCCC(=O)O)cc1 was read as SRC3 TRFRET art 1625 and SRC1 TRFRET art 1964.
Screening O=C(O)/C=C/c1ccc(S(=O)(=O)NCc2ccco2)cc1 returned SRC3 TRFRET art 1511 and SRC1 TRFRET art 1672.
`Clc1ccc(-c2cc(C3CCNCC3)[nH]n2)cc1` gave SRC3 TRFRET art 1509 and SRC1 TRFRET art 1744.

Looked up one by one from above:
O=C(Nc1cnn(Cc2ccc(Cl)cc2Cl)c1)c1noc2c1CCCC2 was read as SRC3 TRFRET art 1492 and SRC1 TRFRET art 1628.
CC1=Nc2cc(C(=O)O)ccc2Sc2c(C)ccc(C)c21 was read as SRC3 TRFRET art 1678 and SRC1 TRFRET art 1679.
`O=C(CCSc1ccccc1)Nc1nnc(-c2cccs2)o1` gave SRC3 TRFRET art 1443 and SRC1 TRFRET art 1894.
COc1ccc(NC(=O)CSc2nc3ccsc3c(=O)n2CCCCCC(=O)O)cc1 was read as SRC3 TRFRET art 1625 and SRC1 TRFRET art 1964.

Next structures follow:
`C/C=C/c1ccc(OCCOc2cc(C=O)ccc2OC)c(OC)c1` gave SRC3 TRFRET art 1602 and SRC1 TRFRET art 1542.
`O=C(c1cc(-c2ccncc2)nc2ccc(Br)cc12)N1CCN(Cc2ccc3c(c2)OCO3)CC1` gave SRC3 TRFRET art 1573 and SRC1 TRFRET art 1880.
`Cc1ccc(N2C(=O)C3C4C=CC(CNC(=S)N5CCN(c6ccccn6)CC5)(O4)C3C2=O)cc1` (centres undefined) gave SRC3 TRFRET art 1616 and SRC1 TRFRET art 1661.
For CCC(=O)Nc1cccc(NC(=S)NC(=O)c2ccccc2C)c1 the results were SRC3 TRFRET art 1499 and SRC1 TRFRET art 1829.
For Cc1nonc1-c1csc(N)n1 the results were SRC3 TRFRET art 1626 and SRC1 TRFRET art 1918.
COc1nc(OC)nc(N(C)CCO)n1 was read as SRC3 TRFRET art 1767 and SRC1 TRFRET art 2141.
O=c1c2ccccc2cnn1Cc1n[nH]c(=S)n1-c1ccc(Cl)cc1Cl was read as SRC3 TRFRET art 1398 and SRC1 TRFRET art 1612.
For COc1ccc2c(c1OC)C(=O)OC2CC(=O)c1ccc(N(C)C)cc1 (centres undefined) the results were SRC3 TRFRET art 1851 and SRC1 TRFRET art 1963.
Screening CCN1C(=O)C(CC(=O)Nc2ccc(OC)cc2)N(Cc2ccco2)C1=S (centres undefined) returned SRC3 TRFRET art 1698 and SRC1 TRFRET art 2070.
`CC(C)Cc1csc(NC(=O)c2ccc(F)cc2)c1C(=O)O` gave SRC3 TRFRET art 1493 and SRC1 TRFRET art 1732.
For CCn1ncc(-c2csc(N)n2)c1C the results were SRC3 TRFRET art 1327 and SRC1 TRFRET art 1642.
For CCC(C)NC(=O)CNC(=S)N(Cc1ccccc1F)C1CCCCC1 (centres undefined) the results were SRC3 TRFRET art 1666 and SRC1 TRFRET art 1860.
`CCN(CC)CC(C)CNC(=O)CN1C(=O)CSc2ccc(S(=O)(=O)N3CCOCC3)cc21` (centres undefined) gave SRC3 TRFRET art 1647 and SRC1 TRFRET art 1943.
CCOc1ccc(-n2cccc2C=O)cc1 was read as SRC3 TRFRET art 1544 and SRC1 TRFRET art 1840.
Screening NC(=O)CN1CCN(c2cccc(Cl)c2)CC1 returned SRC3 TRFRET art 1833 and SRC1 TRFRET art 1909.
COc1cc(C(=O)NCCN2C(=O)S/C(=C\c3cccs3)C2=O)cc(OC)c1OC was read as SRC3 TRFRET art 1653 and SRC1 TRFRET art 2037.
Screening Cc1cc(=O)oc2cc(NC(=S)NCc3ccccn3)ccc12 returned SRC3 TRFRET art 1620 and SRC1 TRFRET art 1647.
Cc1cc(Oc2ccc(C)c(Cl)c2)nc(SCC(=O)c2ccccc2)n1 was read as SRC3 TRFRET art 1592 and SRC1 TRFRET art 1745.
O=C(NCCCN1CCOCC1)C(=O)NCc1ccccc1 was read as SRC3 TRFRET art 1815 and SRC1 TRFRET art 1798.
For CCCc1ccc(C#N)c(SC2CC(=O)N(c3ccc(OC)cc3)C2=O)n1 (centres undefined) the results were SRC3 TRFRET art 1505 and SRC1 TRFRET art 1733.
Screening O=C(COC(=O)C1CCN(S(=O)(=O)c2ccc3c(c2)OCCO3)CC1)Nc1ccc(C(F)(F)F)cc1 returned SRC3 TRFRET art 1622 and SRC1 TRFRET art 1803.
`CCOc1ccc(N(CC(=O)NCc2ccccc2)S(C)(=O)=O)cc1` gave SRC3 TRFRET art 1573 and SRC1 TRFRET art 1893.
For CCn1c(SCc2ccccc2)nnc1C1CCCCC1 the results were SRC3 TRFRET art 1572 and SRC1 TRFRET art 1890.
For CNCCCNC(=O)c1ccc(/C=N/O)nc1 the results were SRC3 TRFRET art 1459 and SRC1 TRFRET art 1422.

By substructure, those above with an aryl thioether with sulfur outside any ring.
`O=C(CCSc1ccccc1)Nc1nnc(-c2cccs2)o1` gave SRC3 TRFRET art 1443 and SRC1 TRFRET art 1894.
`N#C/C(=C(/O)COC(=O)CSc1ccc(Cl)cc1)c1nc2ccccc2[nH]1` gave SRC3 TRFRET art 1581 and SRC1 TRFRET art 2259.
COc1ccc(NC(=O)CSc2nc3ccsc3c(=O)n2CCCCCC(=O)O)cc1 was read as SRC3 TRFRET art 1625 and SRC1 TRFRET art 1964.
Cc1cc(Oc2ccc(C)c(Cl)c2)nc(SCC(=O)c2ccccc2)n1 was read as SRC3 TRFRET art 1592 and SRC1 TRFRET art 1745.
For CCCc1ccc(C#N)c(SC2CC(=O)N(c3ccc(OC)cc3)C2=O)n1 (centres undefined) the results were SRC3 TRFRET art 1505 and SRC1 TRFRET art 1733.
For CCn1c(SCc2ccccc2)nnc1C1CCCCC1 the results were SRC3 TRFRET art 1572 and SRC1 TRFRET art 1890.

Next section.
Screening Cc1ccc([N+](=O)[O-])cc1NC1CC(O)C(CO)O1 (centres undefined) returned SRC3 TRFRET art 1461 and SRC1 TRFRET art 1598.
`O=C(CN1CCN(c2ccc([N+](=O)[O-])cc2)CC1)Nc1nccs1` gave SRC3 TRFRET art 1733 and SRC1 TRFRET art 1744.
For CCN(CC)C(=O)N(CC)Cc1ccccc1 the results were SRC3 TRFRET art 1575 and SRC1 TRFRET art 1877.
For CCN(CC)S(=O)(=O)c1cccc(C(=O)N/N=C/c2ccccn2)c1 the results were SRC3 TRFRET art 1595 and SRC1 TRFRET art 1866.
`N=C(N)SCc1cn(-c2ccccc2)nc1-c1ccc(Br)cc1` gave SRC3 TRFRET art 1642 and SRC1 TRFRET art 1915.
COC(c1ccccc1)c1nnc(CCC(=O)N(C)CCCC2CCCC2)o1 (centres undefined) was read as SRC3 TRFRET art 1475 and SRC1 TRFRET art 1728.
Screening CCOc1cc2nc3c4ccccc4n(C)c3nc2cc1OCC returned SRC3 TRFRET art 1610 and SRC1 TRFRET art 1797.
O=C1C=CC(=O)N1c1ccc(N2CCCCC2)cc1 was read as SRC3 TRFRET art 1586 and SRC1 TRFRET art 1435.
COc1ccc(-c2nn(-c3ccccc3C)cc2CNCc2cccnc2)cc1F was read as SRC3 TRFRET art 1596 and SRC1 TRFRET art 1865.
CC1CCC2(CC1)NC(=O)N(CC(=O)Nc1ccccc1-c1ccccc1)C2=O (centres undefined) was read as SRC3 TRFRET art 1646 and SRC1 TRFRET art 1902.
For COc1ccc(-c2cc(C(F)(F)F)n3nc(C(=O)Nc4c(C)n(C)n(-c5ccccc5)c4=O)cc3n2)cc1 the results were SRC3 TRFRET art 1500 and SRC1 TRFRET art 1892.
Screening CC(C)CC(NC(=O)OC(C)(C)C)c1cn([C@@H](Cc2ccc(O)cc2)C(=O)N2CCN(C(=O)OC(C)(C)C)CC2)nn1 (some centres undefined) returned SRC3 TRFRET art 1670 and SRC1 TRFRET art 1815.
Screening CN1N=C(c2ccc(F)c(F)c2)CSC1=NCc1ccccc1 returned SRC3 TRFRET art 1569 and SRC1 TRFRET art 1719.
CCN1C(=O)/C(=C\C=C\c2ccccc2[N+](=O)[O-])SC1=S was read as SRC3 TRFRET art 1454 and SRC1 TRFRET art 1441.
Screening O=C(CN1C(=O)NC2(CCCCC2)C1=O)Nc1ccc(N2CCOCC2)cc1 returned SRC3 TRFRET art 1649 and SRC1 TRFRET art 2067.
For CCCOc1ccc(-c2cn3ccccc3n2)cc1[N+](=O)[O-] the results were SRC3 TRFRET art 1813 and SRC1 TRFRET art 2154.
`O=C(CNc1ccccc1Cl)N/N=C1\CCCc2ccccc21` gave SRC3 TRFRET art 1652 and SRC1 TRFRET art 1450.
Screening Cc1ccc(C)c(-n2nnnc2SCC(=O)c2c(N)n(C)c(=O)n(C)c2=O)c1 returned SRC3 TRFRET art 1606 and SRC1 TRFRET art 1752.
`O=S(=O)(c1ccc(Cl)cc1Cl)n1ccc2cccnc21` gave SRC3 TRFRET art 1417 and SRC1 TRFRET art 1795.
For O=C(Nc1nnc(-c2ccccc2)s1)c1ccc(F)cc1 the results were SRC3 TRFRET art 1375 and SRC1 TRFRET art 1985.
